# Screening results: PubChem, several laboratories
# CIT2-GFP yeast: modulators of CIT2-GFP expression in yeast, primary screen, S. cerevisiae, GFP fusion, multiplex flow cytometry, MLPCN library | S. cerevisiae CIT2-GFP strain, 3 h; 100 means same as DMSO wells | GFP response vs DMSO, % at 10 µM | hit rate 0.065% among 320,000;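 active = GFP response relative to DMSO above a set limit, near the screen mean plus 3 SD, cut at about 150% in these data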;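 note: ratio of well median GFP fluorescence to mean of DMSO wells on the plate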
# Fam108B inh: mouse Fam108B serine hydrolase inhibitors, primary screen, counter-screen for RBBP9 inhibitor project, biochemical, fluorescence polarization; recombinant Fam108B, FP-Rh probe fluorescence polarization; inhibition, % at 9.51 µM; hit rate 0.33% among 300,000; AID 1947, 2009;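 active = inhibition above the screen mean inhibition plus 3 SD, computed separately per campaign, cut at about 18% in these data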;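 note: inhibitors lower polarization as less probe binds the enzyme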
# VLA-4 inh: inhibition in human VLA-4 binding assay, primary screen, VLA-4 allosteric modulator project, MLPCN library, flow cytometry, VLA-4 expressing cells; ligand binding flow cytometry; inhibition, % (about 7 µM as worked out from the volumes in the protocol); hit rate 0.2% among 330,000; in the data active = inhibition above about 50%
# GLD-1 TGE inh: GLD-1/TGE RNA complex disruptors, primary screen, biochemical, fluorescence polarization | Female germline-specific tumor suppressor gld-1 (Caenorhabditis elegans), Q17339 | purified GLD-1 + fluorescein TGE RNA | inhibition, % at 5.96 µM | hit rate 0.44% among 320,000 | AID 2280, 2010;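 active = percent inhibition above a per-plate cutoff, the plate mean of test compounds plus 3 SD, cut at about 30% in these data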;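 note: 0% = DMSO wells with GLD-1 and probe and 100% = wells lacking GLD-1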
# AGP1 TOR yeast: modulators of AGP1-GFP expression in yeast TOR pathway, primary screen, cell-based, multiplex flow cytometry, S. cerevisiae, MLPCN library | 3 h; GFP as percent of DMSO wells | GFP response vs DMSO, % at 10 µM | AID 2066, 2009 | hit rate 0.02% among 320,000;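 active = GFP response relative to DMSO above a set limit, near screen average plus 3 SD, cut at about 150% in these data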;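 note: median GFP channel fluorescence of the gated AGP1 strain per well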
# GRK2 aptamer HTS: compounds blocking aptamer binding on GRK2 – biochemical, human GRK2, bead flow cytometry, HTS, primary screen; hit rate 0.59% among 330,000; FAM-aptamer displacement from GRK2; inhibition of aptamer binding, % at 10 µM;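 active = inhibition of aptamer binding above 40%, roughly 3 SD of noise, on plates passing a quality check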;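 note: median bead fluorescence of bound FAM aptamer so fluorescent compounds give negative values; no value below 0 was filed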
# Bcl-xL primary: inhibitors of human Bcl-xL, primary screen, biochemical, fluorescence polarization, HTS | Bcl-2-like protein 1 (Homo sapiens), Q07817 | GST-Bcl-xL / FITC-Bim BH3 peptide fluorescence polarization | inhibition, % at 10.9 µM | hit rate 0.7% among 320,000 | AID 2129, 2009;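 active = inhibition above the mean of all tested compounds plus 3 SD, cutoff set per campaign, cut at about 30% in these data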;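 note: 0% = DMSO wells and 100% = unlabeled Bim-BH3 peptide competitor; inhibitors lower millipolarization by displacing the labeled peptide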
# Target sequence (Q07817 whole entry, looked up): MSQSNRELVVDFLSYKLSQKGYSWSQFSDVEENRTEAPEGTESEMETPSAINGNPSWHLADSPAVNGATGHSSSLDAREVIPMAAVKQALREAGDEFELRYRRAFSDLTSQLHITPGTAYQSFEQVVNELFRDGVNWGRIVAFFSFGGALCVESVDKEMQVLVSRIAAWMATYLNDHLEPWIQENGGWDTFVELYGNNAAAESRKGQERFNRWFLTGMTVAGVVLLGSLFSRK
# MCL1-BIM inh: inhibitors of MCL1 binding to BIM-BH3, primary screen, biochemical, fluorescence polarization; GST-MCL1 / FITC-Bim-BH3 fluorescence polarization; Induced myeloid leukemia cell differentiation protein Mcl-1 (Homo sapiens), Q07820; inhibition, % at 10.9 µM; hit rate 0.68% among 320,000; AID 2057, 2009;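 active = inhibition above the mean inhibition of all tested compounds plus 3 SD, set per campaign, cut at about 40% in these data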;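 note: 0% = DMSO wells and 100% = unlabeled Bim-BH3 peptide control; higher means more loss of mP so more displacement of Bim peptide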
# Target sequence (Q07820 whole entry, looked up): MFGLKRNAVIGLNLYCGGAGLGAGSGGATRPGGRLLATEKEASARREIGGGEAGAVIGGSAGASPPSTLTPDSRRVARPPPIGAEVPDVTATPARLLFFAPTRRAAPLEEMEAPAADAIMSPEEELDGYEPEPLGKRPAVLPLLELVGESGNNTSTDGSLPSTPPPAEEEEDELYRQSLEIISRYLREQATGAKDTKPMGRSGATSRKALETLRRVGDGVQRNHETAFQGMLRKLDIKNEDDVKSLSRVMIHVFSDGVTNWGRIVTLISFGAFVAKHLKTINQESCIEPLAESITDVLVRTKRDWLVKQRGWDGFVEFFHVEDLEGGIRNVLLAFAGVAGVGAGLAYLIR
# MEX-5 binding: MEX-5 zinc finger RNA-binding disruptors – biochemical, C. elegans, fluorescence polarization, MLPCN library, primary screen; Zinc finger protein mex-5 (Caenorhabditis elegans), Q9XUB2; MEX-5/FITC-TCR2 RNA binding; active compounds read low; activity score (negative = inhibition of binding), % at 10 µM; hit rate 0.38% among 300,000;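 active = inhibition past about -25% in most replicates, and total fluorescence under double the plate's negative control median, limit read from the data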;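 note: 0% = DMSO and -100% = 5 µM competing unlabeled TCR2 RNA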
# Target sequence (Q9XUB2 whole entry, looked up): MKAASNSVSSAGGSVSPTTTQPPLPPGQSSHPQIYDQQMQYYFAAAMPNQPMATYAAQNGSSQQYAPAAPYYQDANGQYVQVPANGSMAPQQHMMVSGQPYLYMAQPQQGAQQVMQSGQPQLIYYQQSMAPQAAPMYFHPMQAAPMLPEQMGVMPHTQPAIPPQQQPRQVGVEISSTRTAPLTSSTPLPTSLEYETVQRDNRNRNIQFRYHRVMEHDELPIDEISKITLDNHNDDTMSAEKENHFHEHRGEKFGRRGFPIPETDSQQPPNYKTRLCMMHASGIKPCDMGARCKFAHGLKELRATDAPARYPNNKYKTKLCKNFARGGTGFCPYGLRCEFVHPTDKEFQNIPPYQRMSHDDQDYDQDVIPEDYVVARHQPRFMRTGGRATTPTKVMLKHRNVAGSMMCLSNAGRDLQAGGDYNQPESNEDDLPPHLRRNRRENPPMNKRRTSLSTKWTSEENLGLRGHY
# * marks the source's active call; other numbers are inactive results; nt = no result given.
SMILES	MCL1-BIM inh	Bcl-xL primary	CIT2-GFP yeast	Fam108B inh	GRK2 aptamer HTS	AGP1 TOR yeast	MEX-5 binding	GLD-1 TGE inh	VLA-4 inh
O=C(CN1CCN(c2nc(-c3ccc(F)cc3)cs2)CC1)Nc1ccc2c(c1)OCO2	5	0	102	7	0	97	-0.5	2	-8
CCOc1ccc(N(C(=O)c2ccc3c(c2)OCO3)C2C=CS(=O)(=O)C2)cc1 (stereo unspecified)	1	-1	104	2	3	111	1.6	-3	5
CCCCCCC(O)(c1ccc(OC)cc1)C(CN1CCOCC1)c1ccccc1 (stereo unspecified)	nt	nt	96	nt	2	97	0.8	nt	3
O=C(Cc1ccccc1)Nc1nc(-c2ccc(F)c(F)c2)cs1	-1	0	100	-3	0	95	1.5	8	2
NS(=O)(=O)c1cccc(NC(=O)c2cccnc2Oc2ccccc2)c1	6	-3	100	3	2	111	-2.1	-4	17
CN(CC(=O)Nc1ccccc1Cl)C(=O)C1CCN(C(=O)c2ccc(F)cc2)CC1	-9	-8	82	nt	0	92	nt	-4	-10
COc1ccc(NC(=O)c2nc[nH]c2C(=O)N[C@@H](C)C(=O)OC(C)(C)C)cc1	11	6	96	2	0	93	-1.4	-7	-16
CCOc1ccccc1-c1cc(C(=O)Nc2ccc(C(=O)O)cc2)c2ccccc2n1	8	7	102	-5	0	102	-2.1	-4	-5
COc1ccc(CN(C(=O)c2cnccn2)C(C(=O)NC(C)(C)C)c2cc(OC)c(OC)c(OC)c2)cc1 (stereo unspecified)	-3	1	104	2	0	101	-1.2	4	0
CN(C(=O)CSc1nnn(C)n1)c1ccccc1	5	1	108	-7	0	122	-1.0	-1	0
Cn1c(N)c(C(=O)COC(=O)[C@H](Cc2ccccc2)N2C(=O)c3ccccc3C2=O)c(=O)n(C)c1=O	-13	-1	97	-6	0	97	1.2	-2	16
O=C(CN1C(=O)NC2(CCCC2)C1=O)NCc1ccccc1	nt	nt	104	nt	4	115	nt	6	23
Cn1c(=O)oc2cc(S(=O)(=O)NCCC(=O)NCc3ccccc3Cl)ccc21	-1	-1	110	0	2	111	4.0	8	8
COc1ccc2c(c1)CC/C(=C/c1ccccn1)C2=O	5	2	100	-1	1	97	0.6	-2	10
O=S(=O)(Nc1ncccn1)c1ccc(Cl)cc1	4	5	103	1	0	101	0.2	5	8
COc1ccc(Cl)cc1C(=O)NNC(=O)c1cc2ccccc2o1	nt	nt	97	nt	4	94	nt	4	7
Cc1ccc(C)c(S(=O)(=O)NC(CCC(N)=O)C(=O)O)c1 (stereo unspecified)	-1	4	107	-2	1	104	0.8	3	3
CCCC1=Nc2cc(C(=O)NCCN3CCOCC3)ccc2Sc2ccccc21	12	12	111	5	3	104	0.0	-2	38
c1ccc(Cc2noc(CN3CCCC(CN4CCOCC4)C3)n2)cc1 (stereo unspecified)	0	2	101	-1	0	94	0.8	2	-9
CC1CCCN(C(=O)CN(C)S(=O)(=O)c2cccc3nsnc23)C1 (stereo unspecified)	-7	-4	106	0	0	106	-2.1	6	23
CCCCOc1ccccc1C(=O)NCCCC(=O)O	-5	1	100	-6	0	94	0.3	3	3
O=C(CC1CCCCC1)NC1CCCC1	2	2	98	-4	2	nt	-3.0	-6	7
CC1CC(C)CN(CCC(=O)Nc2ccc(Br)cc2)C1 (stereo unspecified)	-1	4	105	3	0	100	-1.3	5	-6
O=c1nc2s/c(=C\c3ccco3)c(=O)n2nc1Cc1ccc(F)cc1	53*	13	86	3	18	88	0.1	-4	-351
COC(=O)c1ccc(N2CCN(C)CC2)c(NC(=O)c2cccs2)c1	10	5	86	2	0	93	-0.9	-1	-4
CCOc1ccc(C(C)=O)cc1COC(=O)CN1C(=O)NC2(CCCC2)C1=O	-7	-4	109	-2	0	125	-2.8	0	-88
CCOC(=O)c1c(C)c(C(=O)NCc2ccc3c(c2)OCO3)c(C)n1CC	6	1	95	3	0	94	-0.1	3	3
O=C(CN1CCN(Cc2ccccc2)CC1)Nc1cccc(C(F)(F)F)c1	8	5	87	3	0	111	0.0	3	9
Cc1ccc(-n2c(C)c3c(C)nnc(C)c3c2C)cc1N	-2	1	106	4	0	107	0.5	-7	-8
COc1ccc(C(=O)Nc2ccccc2C(=O)NCCN2CCOCC2)cc1OC	0	5	101	-3	4	89	-0.1	2	-1
O=C(CSc1nc(=O)n2cc(Cl)ccc2n1)Nc1ccc2c(c1)OCCO2	-8	-1	109	-3	0	112	-2.8	-4	3
N#Cc1ccc(-c2csc(NC(=O)/C=C/c3cccs3)n2)cc1	2	6	98	-45	4	97	0.1	6	30
O=C(CNC(=O)c1ccccc1)OCC(=O)c1ccc(Cl)s1	-6	0	91	nt	0	83	nt	2	6
CCCCOc1ccc(C(=O)N/C(=C\c2cccc([N+](=O)[O-])c2)C(=O)OCCC)cc1	10	6	107	1	0	99	1.5	13	-13
O=C(COC(=O)c1ccc(Cl)nc1)Nc1ccc(S(=O)(=O)N2CCCC2)cc1	-4	3	104	2	3	102	3.6	1	0
Cc1cc(NC(=O)c2cnn3c(C(F)(F)F)cc(-c4ccc(Br)cc4)nc23)no1	2	3	101	-1	1	111	-2.0	-2	-6
COc1ccc(CCNC(=O)c2ccccc2C(=O)NCCc2ccc(OC)c(OC)c2)cc1OC	5	3	104	1	1	102	1.4	5	-3
COc1ccc(S(=O)(=O)N2CCC(C(=O)NC3CC3)CC2)cc1Cl	-6	2	101	-5	1	111	0.1	1	-1
CCc1ncc(CN2CCCC(C(=O)Nc3cccc(-c4cccc(C)c4)c3)C2)cn1 (stereo unspecified)	5	4	101	1	0	101	-0.3	4	10
O=C(OCC(=O)N1CCOCC1)c1ccccc1OCc1ccccc1	5	6	90	nt	0	100	nt	-1	12
CC[N+]1=CN(c2ccccc2)C(C)=CC1(C)C	-18	-6	98	1	3	98	-3.8	1	7
Cc1csc2nc(CCNS(=O)(=O)c3cccs3)cn12	7	7	99	3	0	94	-2.0	-1	19
O=S(=O)(c1ccc(Br)cc1)n1c(Cc2ccccc2)nc2ccccc21	1	3	102	2	1	102	-0.1	-1	23
Cn1nc(C(F)(F)F)c2cc(C(=O)Nc3ccc(F)cc3F)sc21	-1	3	105	0	0	96	-1.4	5	-4
CCOC(=O)c1cccc(NC(=O)C2(S(=O)(=O)c3ccc(Cl)cc3)CC2)c1	-2	-1	89	-9	0	98	1.0	-1	1
CCCCC(C(=O)N/N=C/c1ccccn1)C(=O)N/N=C/c1ccccn1	-2	3	98	0	4	101	-8.6	3	3
CCC(CC)C(=O)N1CC(=O)Nc2ccc(C)cc2C1c1ccccc1 (stereo unspecified)	3	5	100	-3	3	98	0.9	4	16
O=C(Nc1cc(C(=O)N2CCN(c3ccccc3)CC2)ccc1Cl)c1cccs1	nt	nt	93	nt	0	97	nt	-3	10
CN(C)C(CNC(=O)CCNC(=O)c1ccc(Br)cc1)c1ccco1 (stereo unspecified)	3	2	89	1	0	90	-1.0	4	-11
Cc1ccccc1N(Cc1ccccc1F)S(C)(=O)=O	14	5	92	2	2	nt	-1.1	6	3
O=C(NCC(c1ccco1)N1CCc2ccccc2C1)c1ccc(F)cc1 (stereo unspecified)	1	3	104	3	1	107	-0.4	-1	6
O=C(CSc1ncn[nH]1)NCc1ccccc1Cl	-2	0	99	-6	1	99	2.1	-6	13
COC(=O)c1cc(COC(=O)c2ccc3ccccc3n2)oc1C	6	5	86	-1	0	96	-0.8	3	28
CCOc1cccc(C(=O)NC(=S)Nc2ccc3c(c2)OCCO3)c1	9	5	97	2	0	101	1.0	2	-8
COc1cc(/C=N/NC(=S)NCCN2CCOCC2)cc(OC)c1O	5	1	108	-7	5	102	-2.1	1	14
Cc1ccc2[nH]c(=O)c(CN(CCCN(C)C)C(=O)Nc3cccc(Cl)c3)cc2c1	0	6	107	-3	0	105	-0.1	3	11

# (more compounds)
SMILES	MCL1-BIM inh	Bcl-xL primary	CIT2-GFP yeast	Fam108B inh	GRK2 aptamer HTS	AGP1 TOR yeast	MEX-5 binding	GLD-1 TGE inh	VLA-4 inh
NS(=O)(=O)c1ccc(CCNC(=S)NC2CCCC2)cc1	0	6	95	2	4	92	2.1	4	2
C=CCSc1nnc(NC(=O)C2=COCCO2)s1	-12	-2	109	6	5	100	-1.2	1	4
O=C(Nc1ccc(S(=O)(=O)N2CCOCC2)cc1)c1ccc(CN2CCc3ccccc3C2)cc1	7	4	106	-13	0	103	-0.3	7	11
O=C(COC(=O)c1ccc([N+](=O)[O-])o1)NCc1ccc2c(c1)OCO2	nt	nt	101	nt	3	103	nt	6	2
O=C(Nc1ccc(F)cc1)N1CCN(c2ccc3nnc(-c4ccc(F)cc4)n3n2)CC1	-9	2	103	-9	0	105	1.0	0	-14
Cc1cc(C)cc(N(CCC(=O)O)S(=O)(=O)c2ccc(Cl)cc2)c1	0	5	101	0	0	99	nt	2	6
COc1ccccc1N1CCN(C(=O)C(C)NC(=O)c2cccc([N+](=O)[O-])c2)CC1 (stereo unspecified)	6	-2	101	-1	0	103	2.7	-2	-9
Cc1cccc(NC(=O)Cc2ccc(NC3=NC4CS(=O)(=O)CC4S3)cc2)c1 (stereo unspecified)	0	0	107	-2	1	109	-3.8	6	-16
Cc1cc(=O)oc2c(C)c(OC(C)C(=O)NCCCN3CCCC3=O)ccc12 (stereo unspecified)	-1	-3	112	1	2	107	-0.6	-1	24
Cc1c2ccccc2nc2ccccc12	-1	-2	100	5	1	105	-0.2	-9	-12
COc1ccc(C(=O)CSc2nn3c(=O)c(C(C)(C)C)nnc3s2)cc1	-27	-25	100	-5	1	102	-1.1	-13	5
CC(C)Sc1nc2c(c(=O)[nH]c(=O)n2C)n1Cc1ccc(Cl)cc1	-16	-46	113	7	0	98	-2.6	3	-16
Cc1ccc(C2=NN(C(=O)CSc3nccn3C)C(c3ccco3)C2)cc1 (stereo unspecified)	6	4	98	0	0	100	-1.5	10	8
CCN=C1SC(C(=O)Nc2ccc(OC)cc2)CC(=O)N1CC (stereo unspecified)	5	3	98	-2	3	103	-1.4	1	5
Cc1csc2nc(CNS(=O)(=O)c3ccc4c(c3)OCCO4)cn12	-2	-3	104	3	3	106	-0.6	2	19
Cc1ccc2c(=O)[nH]c(Nc3nc(C)cc(-c4ccccc4)n3)nc2c1	0	1	83	-7	0	95	1.0	0	-3
O=S(=O)(N1CCCCCC1)N1CCN(S(=O)(=O)N2CCOCC2)CC1	1	3	101	-3	12	96	-0.4	13	25
Cc1ccc(OCCCN2C(=O)C(=O)c3cccc(C)c32)cc1	8	9	104	0	4	101	2.0	8	6
